# LGR2 antag – inhibitors of bursicon-induced LGR2 CRE-luciferase signal, primary screen, cell-based, HEK293, CRE-luciferase reporter, bursicon stimulation | Drosophila bursicon receptor LGR2 (rickets) | bursicon-stimulated, 4 h | inhibition, % at 9.99 µM | actives 0.35% (n = 380,000);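 active = drop in luminescence signal, shown as inhibition above about 50% in the replicate tests, limit read from the data, passing the limit was not always enough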;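 also: agonist challenge used bursicon conditioned medium at about half maximal strength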
# GSIS activator – GLuc luminescence reporter in INS-1E cells, primary screen for activators of glucose-dependent secretion of insulin; AID 743287, 2014; activation, % at 16.6 µM; INS-1E GLuc reporter insulin secretion, 2-3 h; actives 0.61% (n = 370,000);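 active = lowest replicate activation of at least 40%, so every replicate reaches that level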;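 also: 0% = median of neutral control wells and 100% = median of IBMX positive control wells; some compounds called inactive have numbers as strong as hits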
# PAX8 inh HTS – inhibitors of PAX8-driven TPO luciferase reporter, primary screen, RMG-I cells, single concentration | SteadyGlo, 24 h | inhibition, % at 12.6 µM | actives 1.2% (n = 360,000);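 active = mean replicate inhibition at least 60% with every replicate also reaching 60%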;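 also: luciferase light reporting Pax8 driven TPO promoter activity; plate controls were median of neutral control wells for no effect and mitoxantrone controls for full effect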
# PglD inh – C. jejuni PglD acetyltransferase inhibitors, primary screen, biochemical, DTNB colorimetric, single point. UDP-N-acetylbacillosamine N-acetyltransferase PglD (Campylobacter jejuni). purified PglD enzyme, DTNB colorimetric CoA detection. inhibition, % at 12.5 µM. actives 0.098% (n = 360,000). AID 602405, 2012; in the data active = inhibition above about 16%, passing the limit was not always enough; also: strong numbers were not always called active
# Cneo AK release – Cryptococcus neoformans cell lysis inducers, primary screen, AK release luminescence, single concentration; C. neoformans lysis, adenylate kinase release luminescence, 4 h; normalised: neutral wells 0, clomiphene wells 100; lysis activity, % at 15 µM; actives 0.2% (n = 360,000);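 active = mean lysis activity across replicates of at least 80%, whatever share of replicates individually reach that level; inactive = mean lysis activity below 80%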
#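 Material: C. neoformans cells | Amount: Yeast cell density of 5 × 10^6 cells/mL | Medium: Fresh YPD growth medium | Dosing: Single dose | Times: Static 4 h at 37 °C with compound, 1 h detection | Detection: AK luminescence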
# PGC1a acetyl inh – inhibitors of PGC1a acetylation signal, primary screen, cell-based, U2OS, AlphaScreen, inhibitor mode | AlphaScreen anti-acetyl-lysine; with virally co-expressed GCN5 acetyltransferase | inhibition, % at 15.6 µM | actives 0.17% (n = 350,000);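 active = every replicate shows inhibition of at least 40%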;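 also: 0% = neutral control wells and 100% = positive control wells; some results beyond the cut were filed as inactive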
# Statin myotox sup – suppressors of statin myotoxicity in C2C12 myotubes, primary screen, cell-based, single point, plate reader; C2C12 myotubes + simvastatin, ATP luminescence, 48 h; scaled: DMSO 0, geranylgeraniol control 100; rescue of ATP level, % at 7.49 µM; actives 0.78% (n = 330,000); AID 602340, 2012;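 active = mean ATP rescue above about 67%, or every replicate alone reaching that limit, limit read from the data, passing the limit was not always enough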;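 also: myotubes were challenged with 10 µM simvastatin during compound exposure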
# ARNT TACC3 PPI – disruptors of ARNT/TACC3 protein interaction, primary screen, biochemical, AlphaScreen, single concentration | Transforming acidic coiled-coil-containing protein 3 (Homo sapiens), Q9Y6A5 | AlphaScreen His-ARNT PAS-B/GST-TACC3 binding, luminescence; TACC3 fragment carries E629A point mutation | inhibition, % at 9.99 µM | actives 0.66% (n = 390,000) | AID 623870, 2012;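 active = mean inhibition of replicates at least 50% and at least half of replicates each reaching 50%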;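 also: 0% = complete ARNT plus TACC3 wells and 100% = ARNT alone without TACC3; many hits fall short of the cut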
# * marks the source's active call; other numbers are inactive results; . = not tested or not shown; & = joins results of further samples.
No.	Structure	Statin myotox sup	GSIS activator	PAX8 inh HTS	ARNT TACC3 PPI	PGC1a acetyl inh	Cneo AK release	LGR2 antag	PglD inh
1	Cc1ccc(Cn2c(Sc3nnc(C)s3)nc3c2c(=O)[nH]c(=O)n3C)cc1	6	52	-11	-7	13	-1	-8	0
2	Cc1c(C(=S)Nc2ccccc2)cnn1-c1ccc([N+](=O)[O-])cc1	.	-15	-35	4	-71	.	-24	-3
3	CCOC(=O)Nc1ccc2c(c1)N(C(=O)N(C)C)c1ccccc1CC2	40	.	.	-2	-16	-3	.	-1
4	O=C(C1=C[C@H](c2ccccc2)C[C@H](OCCCCO)O1)N1CCN(Cc2ccc3c(c2)OCO3)CC1	14	-6	-4	-3	.	3	2	-3
5	O=[N+]([O-])c1ccccc1/C=C/C=N/Nc1ccc(S(=O)(=O)Nc2ccc(Cl)cc2)cc1[N+](=O)[O-]	28	27	37	-1	-10	1	13	-4
6	COc1ccc2nc(NC(=O)c3cccs3)sc2c1	-2	.	0	.	1	-1	.	-2
7	CC(=O)NCCNc1nc2c(-c3cccc(C(F)(F)F)c3)nnn2c2ccccc12	-12	-9	-16	8	1	4	-10	-5
8	C=CCC1[C@H](C)[C@H]2[C@@H]3CC[C@@H](C3)[C@H]2CN1S(=O)(=O)c1ccc(C)cc1 (stereo partly drawn)	-1	-2	-30	-4	.	0	24	3
9	COc1ccccc1CNC(=O)c1ccc(NS(=O)(=O)c2cccs2)cc1	.	7	-27	-4	12	0	-2	1
10	CC[C@@]1(C(=O)OC)N[C@H](CN(C)C(=O)c2ccc(C)cc2)[C@@H]2C(=O)N(Cc3ccccc3)C(=O)[C@@H]21	-10	-11	-5	3	.	1	2	-2
11	CCCCNC(=O)O[C@@H]1C[C@H]2CCCC(=O)N3CC[C@@H](C1)[C@@H]23	1	2	-3	-1	5	1	-4	-3
12	Fc1ccc(Nc2c3c(nc4ccccc24)CCC3)cc1	-27	-42	3	1	4	-2	9	0
13	CCS(=O)(=O)c1ccc2oc(Nc3cccc(OC)c3)nc2c1	-28	8	-56	-3	.	-2	-83	2
14	O=C(C[C@@H]1C=C[C@@H](NC(=O)c2ccncc2)[C@@H](CO)O1)NCC1CC1	-4	0	-10	-2	-11	-1	13	-5
15	CC(=O)Nc1ccc(-c2nc3ccccc3o2)cc1	7	9	-156	-3	.	-2	-71	-9
16	COc1cccc(NC(=O)CSc2c3c(nc4ccccc24)CCCC3)c1	.	-30	-9	0	.	.	-9	.
17	Cn1cnnc1SCC(=O)Nc1ccccc1C(=O)NC1CCCC1	9	.	.	-13	14	-1	.	8
18	Cc1ccc(NC(=O)C(c2ccccc2)c2ccccc2)c(O)c1	24	16	14	-21	-19	2	15	10
19	C[C@@H]1CN([C@@H](C)CO)C(=O)c2cccc(NC(=O)C3CC3)c2O[C@@H]1CN(C)Cc1ccc2c(c1)OCO2	2	5	.	-9	6	4	3	-1
20	C[C@H]1CN([C@@H](C)CO)C(=O)Cc2cc(NC(=O)Nc3ccccc3)ccc2O[C@H]1CN(C)C(=O)Nc1ccccc1	4	-10	8	-2	.	0	-13	-1
21	CC(C)(C)NC(=O)CN(Cc1ccc2c(c1)OCO2)C(=O)CNS(=O)(=O)c1ccc(F)cc1	.	8	0	-2	-12	0	-23	1
22	Cc1ccnc(NCc2cc(C)ccc2O)c1	3	-8	-20	-2	.	0	-17	-3
23	O=C(NCc1ccccc1)C(=O)Nc1nc(-c2ccccc2)cs1	-12	5	-1	-3	5	-1	6	-1
24	COc1cc(CC(=O)OCC(=O)NCc2cccs2)cc(OC)c1OC	3	5	-3	.	.	0	-14	0
25	Cc1ccc(-c2ncccc2OC(=O)C23CC4CC(CC(C4)C2)C3)cc1	19	.	.	0	4	-3	.	-3
26	COCC(=O)N(C)C[C@H]1Oc2cc(-c3ccc(C#N)cc3)ccc2S(=O)(=O)N([C@@H](C)CO)C[C@@H]1C	-5	29	5	5	8	0	5	0
27	Cc1csc(NC(=O)Cc2ccc(Cl)cc2)n1	0	-2	-18	-12	.	0	-41	-1
28	O=C([C@H]1[C@H](CO)[C@H]2Cn3c(cccc3=O)[C@@H]1N2C(=O)CC1CC1)N1CCCCC1	15	4	.	-5	.	0	4	0
29	O=C(CC[C@H]1O[C@@H](n2ccc(=O)[nH]c2=O)[C@H](O)[C@@H]1O)N[C@H](Cc1ccccc1)C(=O)NCC1CCCO1 (stereo partly drawn)	-5	.	-24	.	-2	0	.	0
30	C[C@@H]1CN([C@@H](C)CO)S(=O)(=O)c2ccc(-c3ccc(F)cc3)cc2O[C@H]1CN(C)Cc1ccccc1C(=O)O	0	-4	0	-2	-3	0	-19	8
31	O=C(Nc1nnc(-c2ccccc2)o1)Nc1ccccc1Cl	.	-2	-20	10	2	0	-16	2
32	CC1=NOC(=O)/C1=C\c1ccc(-c2ccc(Cl)c(C(=O)O)c2)o1	.	-4	8	-3	8	.	-23	.
33	Cc1ccc(-c2nnn(CC(=O)Nc3cccc4cccnc34)n2)o1	-1	.	10	4	-4	0	.	6
34	C[C@H]1CN([C@@H](C)CO)C(=O)CCCn2nncc2CO[C@@H]1CN(C)Cc1ccc(-c2ccccc2)cc1	-17&34	10&1	22&17	-7	12&6	6&1	2	-2&-1
35	C/C=C/c1ccc([C@@H]2[C@@H](CO)N3CCCCN(C(=O)Nc4ccc(OC)cc4)C[C@@H]23)cc1	.	-12	-4	-3	-8	0	3	2
36	COc1ccc(NC(=O)N(C)C[C@@H]2OCCCC[C@@H](C)Oc3ccc(NC(=O)NC4CCCCC4)cc3C(=O)N([C@@H](C)CO)C[C@@H]2C)cc1	.	-3	5	-5	-5	-3	-2	1
37	Cc1ccc(OC(=O)c2cc(C)nn2C(C)(C)C)cc1	3	17	12	0	2	.	-5	.
38	O=C(CCl)c1ccc2[nH]c(=O)oc2c1	15	9	-9	-9	5	-2	-2	-4
39	O=C(CSc1nccc2ccccc12)N1CCN(c2ccccn2)CC1	16	-1	18	5	-2	8	-11	2
40	COc1cc(OC)c(NC(=O)CCc2ccccc2)cc1Cl	-11	.	.	-5	-19	0	.	-1
41	CCOC(=O)/C(C#N)=C/c1cccc(C)c1	-6	-6	-1	-16	.	-1	14	4
42	Cc1ccccc1OC(C)C(=O)NCCC1=CCCCC1 (stereo not drawn)	-2	-17	15	1	.	5	-28	7
43	CC(C)CC(NC(=O)c1ccc(Cl)cc1Cl)C(=O)O (stereo not drawn)	19	.	.	.	7	-1	.	3
44	CN(C)CC(=O)N1[C@H](C#N)[C@@H](c2ccc(-c3cccc(C(=O)N(C)C)c3)cc2)[C@@H]1CO	-14	-4	-32	-14	-3	-2	3	1
45	C[C@@H]1CN([C@H](C)CO)C(=O)c2cc(-c3ccc(F)cc3)cnc2O[C@H]1CN(C)Cc1cncnc1	1	1	.	-4	.	-14	-2	2
46	COc1ccc(OC)c(S(=O)(=O)N(C)CC(=O)N2CCN(c3ccccc3F)CC2)c1	8	.	.	-16	-12	1	.	-11
47	O=c1cc(CN2CCN(S(=O)(=O)c3ccc4ccccc4c3)CC2)nc2sccn12	.	-12	2	-1	.	.	-6	.
48	CC(OC(=O)CNC(=O)c1sc2ccccc2c1Cl)c1ccccc1 (stereo not drawn)	-1	7	-4	1	0	0	13	-8
49	COc1cc(NC(=O)c2c(-c3ccccc3Cl)noc2C)c2ncccc2c1	-6	51*	14	-3	-1	1	13	-6
50	COc1ccc(Nc2nc3c([nH]2)c(=O)[nH]c(=O)n3C)cc1	.	18	3	0	.	.	-1	.
51	COc1ccc(NCc2ccc([N+](=O)[O-])s2)cc1	.	-14	-14	8	.	.	12	.
52	Cc1onc(C(=O)Nc2cccnc2Cl)c1[N+](=O)[O-]	.	-3	6	-6	.	.	-5	.
53	O=C(CN1CCC(NC(=O)c2ccccc2Cl)CC1)NCc1ccco1	13	12	-1	-5	3	-1	4	3
54	CCCNC(=O)C[C@@H]1CC[C@@H]2[C@H](COc3ccc(NS(=O)(=O)c4ccccc4C)cc3C(=O)N2C)O1	-13	-11	0	-10	-5	-5	12	-2
55	CC(=O)Nc1ccc(C(=O)Nc2ccc3c(c2)OCCO3)cc1	2	12	-60	-4	-6	-3	-16	-2
56	Cn1c(N)c(C(=O)CSc2nnc(NC3CCCCC3)s2)c(=O)n(C)c1=O	-4	0	2	2	-17	2	8	-1
57	CC1([N+](=O)[O-])COC(C=Cc2ccccc2)OC1 (stereo not drawn)	4	22	-26	2	2	1	-27	-1
58	C#CCOCCOCCOCCNc1nc(N2CCN(C(=O)CCCCCCCCCCNC(=O)[C@@H](CCC(=O)O)n3cc(CCCCCN)nn3)CC2)nc(N2CCN(C(=O)CCCCCCCCCCNC(=O)[C@@H](CCC(=O)O)n3cc(CCCCCN)nn3)CC2)n1	-5	-25	9	2	11	-5	-15	5
59	O=C(O)c1ccc(Cl)c(S(=O)(=O)NCc2cccnc2)c1	8	8	12	.	-3	4	-1	-4
60	CCC(=O)c1ccc(OCC(=O)N(Cc2nnc(-c3ccccc3Cl)o2)C2CC2)cc1	21	-13	19	2	1	.	11	.

# The final 2 entries of the part above lead into the next:
No.	Structure	Statin myotox sup	GSIS activator	PAX8 inh HTS	ARNT TACC3 PPI	PGC1a acetyl inh	Cneo AK release	LGR2 antag	PglD inh
59	O=C(O)c1ccc(Cl)c(S(=O)(=O)NCc2cccnc2)c1	8	8	12	.	-3	4	-1	-4
60	CCC(=O)c1ccc(OCC(=O)N(Cc2nnc(-c3ccccc3Cl)o2)C2CC2)cc1	21	-13	19	2	1	.	11	.
61	Cc1ccc(S(=O)(=O)NC(=O)NCCCN2CCOCC2)cc1	4	23	-6	-5	-4	11	-9	1
62	O=C(O)CNc1ncccc1[N+](=O)[O-]	-1	-2	9	-3	17	0	41	-2
63	O=C1CCC(=O)N1c1ccccc1	-1	10	-9	-4	9	5	5	-2
64	O=C(NS(=O)(=O)c1ccccc1)c1ccccc1F	5	.	.	-5	15	3	.	-3
65	Cc1ccc(CCC(=O)Nc2ccc([N+](=O)[O-])cc2Cl)o1	-2	-16	3	-10	39	-1	-4	6
66	CSCCCNC(=O)c1ccc(OC2CCN(CCc3ccccc3)CC2)cc1	6	-2	0	22	-1	.	-25	.
67	CCOC(=O)C1CCN(CCC(=O)Nc2ccc(F)cc2)CC1	2	9	0	-7	-10	.	-7	.
68	O=[N+]([O-])c1c(NCc2ccco2)ncnc1NCc1ccco1	-1	-21	-6	3	-1	0	-17	-2
69	CS(=O)(=O)N(CC(=O)Nc1ccccc1C(=O)N1CCOCC1)c1ccc(F)c(Cl)c1	-4	-2	-3	-7	7	0	-16	3
70	CC1=CC(C)(C)NC(=S)N1c1cccc2cc(S(=O)(=O)O)ccc12	.	5	5	6	.	.	0	.
71	CC(C)[C@@H](C(=O)N1CCN(C(=O)OC(C)(C)C)CC1)n1cc(CCO)nn1	0	1	-22	-10	4	0	-18	-1
72	NS(=O)(=O)c1cccc(NC(=O)Cn2cc(C(F)(F)F)cc(Cl)c2=O)c1	14	21	-6	-2	12	-1	13	-10
73	CC1(C)Cc2c(C#N)c(NCCc3ccccc3)nc(-c3ccco3)c2CO1	-14	.	.	-8	-25	-2	.	-9
